Screens: PubChem, National Center for Advancing Translational Sciences (NCATS)
GAA glycogen: alters human alpha-glucosidase cleavage of glycogen; P10253; recombinant GAA, glycogen substrate, Amplex Red glucose oxidase fluorescence; Potency, µM (titrated, usually from 76.4 µM), inactives show top-dose activity change, negative = inhibition, usual class: inhibitors; 300,000 tested, 0.38% active; AID 2100;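 also: 0% = full enzyme reaction and -100% = no-enzyme basal signal; the screen sought inhibitors and activators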
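Recombinant human alpha-glucosidase (4 nM final) hydrolysed bovine liver glycogen (30 ug) for 40 min at 37 C in pH 5.0 citrate/phosphate with 0.01% Tween-20. Released glucose detected by glucose oxidase/Amplex Red, Ex 573/Em 610 nm. Compounds up to 77 uM; AC50 from Hill fits.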
GAA inhib: inhibitors of human lysosomal alpha-glucosidase. P10253. purified human GAA, 4-MU-alpha-glucoside fluorescence. Potency, µM (top dose mostly 76.9 µM), without a hit: at the highest dose activity change, negative = inhibition, usual class: inhibitors. 200,000 tested, 0.005% active;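 also: plate controls were uninhibited enzyme wells for no effect and no-enzyme background for full effect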
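Activity normalized between no-enzyme (basal) and enzyme-only wells. Conditions: 4 nM human enzyme, 400 uM fluorogenic substrate, citrate/phosphate pH 5.0 with Tween-20, 20 min room temperature, compounds up to 77 uM.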
RGS12 GoLoco inh: RGS12 GoLoco-Gai1 interaction inhibition | 230,000 tested, 0.44% active | Potency, µM (highest dose often 61.6 µM), inactives show top-dose activity, negative = inhibition, usual class: inhibitors | Gai1:RGS12 GoLoco peptide FP, rhodamine, 10 min; active = well fitted inhibition curve with a large enough effect, not every such curve was filed as active; inactive = no such curve, though single readings can be large or run the other way; also: % is scaled to controls: 0 for no effect and ±100 for the full control effect; nearly all actives have a fitted effect of over 30% in size; many of its hits are not listed in these tables
Target sequence (P63096 whole entry, looked up): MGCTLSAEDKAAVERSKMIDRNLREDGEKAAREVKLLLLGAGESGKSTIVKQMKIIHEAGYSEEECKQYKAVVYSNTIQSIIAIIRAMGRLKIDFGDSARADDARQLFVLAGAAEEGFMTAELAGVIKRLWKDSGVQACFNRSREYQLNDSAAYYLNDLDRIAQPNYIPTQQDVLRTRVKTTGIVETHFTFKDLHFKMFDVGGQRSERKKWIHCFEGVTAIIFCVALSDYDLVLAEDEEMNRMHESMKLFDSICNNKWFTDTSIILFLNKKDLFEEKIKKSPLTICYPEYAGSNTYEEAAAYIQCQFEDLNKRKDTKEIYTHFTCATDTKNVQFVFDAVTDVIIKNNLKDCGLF
HTT cytoprotect: Huntington cell model cytoprotection by ATP luminescence; 230,000 tested, 0.14% active; AID 1471; Potency, µM (series often up to 56.4 µM), for the others: cytoprotection (ATP increase), actives largely listed as activators; PC12 HTT-Q103 induced, cytoprotection, ATP luminescence, 40 h;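 also: % of control where 0% means no effect; nearly all actives have a fitted effect of over 45% in size; toxic huntingtin expression switched on by the ecdysone agonist tebufenozide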
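Compounds were screened for protection of PC12 cells against cell death after tebufenozide induction (100 nM final) of mutant Huntingtin exon 1 (Q103) fused to GFP.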
IMPase Li cell: membrane-permeable IMPase blocker, potentiated with lithium | 210,000 tested, 0.35% active | Potency, µM (top dose mostly 59.4 µM), for inactives: top-dose activity, negative = IMPase inhibition, actives largely listed as inhibitors | CHO-M1 cells, IP1 TR-FRET (IP-One), carbachol + lithium;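 also: IP1 builds up when IMPase is blocked and the TR-FRET signal falls; plate controls were basal vehicle for no effect and high inhibitor control for full effect; nearly all actives have a fitted effect of over 50% in size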
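IP1 accumulation measured by competitive TR-FRET in lysed CHO-M1 cells after 30 min compound exposure at 37C, with a small lithium addition to potentiate weak responses. Hill-equation AC50 from ratio and donor-channel data.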
aGlu spleen mod: lysosomal alpha-glucosidase (human) modulation. P10253. human spleen homogenate, 4-MU-alpha-glucoside fluorescence. Potency, µM (top dose mostly 79.9 µM), without a hit: at the top dose activity change, negative = inhibition, actives largely listed as inhibitors. 240,000 tested, 0.006% active. AID 2112;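 also: 0% = enzyme with vehicle and -100% = no enzyme basal signal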
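Human spleen homogenate (1 ug) with 4-methylumbelliferyl-alpha-D-glucopyranoside (1 mM final) in 50 mM citrate/phosphate pH 5.0, 0.01% Tween-20; 40 min at 37 C. Stopped at pH 10; 4-MU fluorescence Ex 365/Em 440 nm; AC50 by Hill fit.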
HTT aggregate: reduces HttQ103-GFP aggregates in PC12 cells; PC12 HttQ103-GFP aggregates, Acumen cytometry, 40 h; Potency, µM (highest dose often 46.1 µM), inactives show top-dose activity change, negative = inhibition, actives largely listed as inhibitors; 220,000 tested, 1.1% active; AID 1688; also: % is scaled to controls: 0 for no effect and ±100 for the full control effect; nearly all actives have a fitted effect of over 60% in size
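Quantitative HTS on tebufenozide-induced (100 nM) PC12 cells stably expressing polyQ103 Huntingtin exon 1–GFP. Reduction of bright GFP aggregates, detected by laser scanning cytometry after lysis, identified actives across the titration.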
* marks the source's active call; other numbers are inactive results; [ ] = remark or other dose. Unless noted, calls follow the shape of the dose curve; as a rule, active = well fitted curve in the direction sought with a large enough effect; inconclusive = small, poorly fitted or top-dose-only effect, or another doubt; inactive = no such curve, though single readings can be large; an effect the other way counts as inactive or inconclusive. Potency is read from the fitted curve at half-maximal effect. This is a subset; rates above refer to the full screens.

Results for CCc1ccccc1NC(=O)c1cc(C2CC2)on1 ?
GAA glycogen: -6%; GAA inhib: -5%[15.4 µM]; RGS12 GoLoco inh: 8%; HTT cytoprotect: -6%; IMPase Li cell: 5%[38.3 µM]; aGlu spleen mod: -3%; HTT aggregate: 2%

What do the screens show for `COc1ccc2cc(C(=O)C3CCCN(C(=O)c4cnccn4)C3)ccc2c1` (centres undefined)?
GAA glycogen: 3%; RGS12 GoLoco inh: -5%; HTT cytoprotect: 13%[10 µM]; aGlu spleen mod: 5%; HTT aggregate: 8%[9.22 µM]

How did Cc1cc(C)n(CC(C)NC(=O)c2cc(COc3c(F)cccc3F)on2)n1 (centres undefined) do in these assays?
GAA glycogen: -7%; GAA inhib: 2%; RGS12 GoLoco inh: 7%; HTT cytoprotect: -12%[10 µM]; IMPase Li cell: 7%; aGlu spleen mod: -1%; HTT aggregate: 5%[9.22 µM]

How did O=C(CSc1ncn(-c2ccccc2)n1)Nc1nc2c(s1)CCCC2 do in these assays?
GAA glycogen: 0%; GAA inhib: -7%; RGS12 GoLoco inh: 40%[activator]; HTT cytoprotect: 1%; IMPase Li cell: 31%[activator][38.3 µM]; aGlu spleen mod: 2%; HTT aggregate: 12%

Results for COc1ccc(N(CC(=O)O)S(C)(=O)=O)cc1OC ?
GAA glycogen: 5%; GAA inhib: -9%; RGS12 GoLoco inh: -5%; HTT cytoprotect: 1%; IMPase Li cell: -1%[38.3 µM]; aGlu spleen mod: 5%; HTT aggregate: -13%

How did CCCC[n+]1c(C)sc2ccc(C)cc21 do in these assays?
GAA glycogen: 18%; GAA inhib: inconclusive; RGS12 GoLoco inh: 49%[activator]; HTT cytoprotect: 30%[10 µM]; IMPase Li cell: 5%; aGlu spleen mod: 1%; HTT aggregate: -6%[9.22 µM]

Results for COc1cccc(N=C2SC(C(=O)Nc3ccc(F)cc3)CC(=O)N2C)c1 (centres undefined) ?
GAA glycogen: -12%; GAA inhib: 2%; RGS12 GoLoco inh: 4%; HTT cytoprotect: -2%[10 µM]; IMPase Li cell: 25%[38.3 µM]; aGlu spleen mod: 1%; HTT aggregate: -7%

How did CCOC(=O)C1CCN(C(=O)COc2cc(C)c(Br)cc2C)CC1 do in these assays?
GAA glycogen: 3%; GAA inhib: -7%; RGS12 GoLoco inh: 2%; HTT cytoprotect: 7%[0.074 µM]; IMPase Li cell: 13%[38.3 µM]; aGlu spleen mod: -2%; HTT aggregate: 10%

How did COc1ccc(-c2csc3ncn(CC(=O)N4CCOCC4)c(=O)c23)cc1 do in these assays?
GAA glycogen: -11%; GAA inhib: 6%; RGS12 GoLoco inh: 13%; HTT cytoprotect: 4%[10 µM]; IMPase Li cell: 8%; aGlu spleen mod: 1%; HTT aggregate: 3%[9.22 µM]

How did Cc1ccc(S(=O)(=O)N2CCN(Cc3ccsc3)CC2)cc1 do in these assays?
GAA glycogen: -11%; GAA inhib: 5%; RGS12 GoLoco inh: 7%; HTT cytoprotect: 33%[10 µM]; IMPase Li cell: 13%; aGlu spleen mod: 2%; HTT aggregate: 10%[9.22 µM]

Results for O=C(CCN1C(=O)c2cccc3cccc(c23)C1=O)Nc1ccon1 ?
GAA glycogen: -11%; GAA inhib: 4%; RGS12 GoLoco inh: 10%; HTT cytoprotect: -6%[10 µM]; IMPase Li cell: -4%; aGlu spleen mod: -15%; HTT aggregate: -9%[9.22 µM]

Results for CCNCc1nc2cc(Cl)ccc2c(=O)[nH]1 ?
GAA glycogen: 9%; GAA inhib: 2%; RGS12 GoLoco inh: 7%; HTT cytoprotect: 23%; IMPase Li cell: 4%; aGlu spleen mod: 6%; HTT aggregate: -15%

How did Cc1ccc(-n2nc(C)c(NC(=O)CCl)c2C)cc1 do in these assays?
GAA glycogen: 11%; GAA inhib: 4%; RGS12 GoLoco inh: 3%; HTT cytoprotect: 10%[10 µM]; IMPase Li cell: 3%; aGlu spleen mod: -1%; HTT aggregate: inconclusive

What do the screens show for `Cc1cc(NC(=O)c2cc(C(C)C)on2)no1`?
GAA glycogen: 4%; GAA inhib: 0%; RGS12 GoLoco inh: 0%; HTT cytoprotect: 1%; IMPase Li cell: -7%[38.3 µM]; aGlu spleen mod: -3%; HTT aggregate: 10%

Results for O=C(CCc1nnc(-c2ccsc2)o1)NCc1ccccc1OC(F)(F)F ?
GAA glycogen: 1%; GAA inhib: -1%; RGS12 GoLoco inh: 7%; HTT cytoprotect: -40%[inhibitor]; aGlu spleen mod: -14%; HTT aggregate: -4%

What do the screens show for `CCSc1cc(C)nc2c(-c3ccccc3)c(C)nn12`?
GAA glycogen: 1%; GAA inhib: 4%; RGS12 GoLoco inh: 4%; HTT cytoprotect: -3%; IMPase Li cell: 25%[38.3 µM]; aGlu spleen mod: 1%; HTT aggregate: 4%

How did CCn1c(=N)c(S(=O)(=O)c2ccc(C)cc2)cc2c(=O)n3ccccc3nc21 do in these assays?
GAA glycogen: 15%; GAA inhib: 4%; RGS12 GoLoco inh: 16%; HTT cytoprotect: 34%[10 µM]; IMPase Li cell: 13%; aGlu spleen mod: 3%; HTT aggregate: 7%[9.22 µM]

What do the screens show for `CCOc1ccc(/C(O)=C2/C(=O)C(=O)N(CCOCCO)C2c2cccnc2)cc1` (centres undefined)?
GAA glycogen: 5%; GAA inhib: -6%; RGS12 GoLoco inh: 5%; HTT cytoprotect: -6%; IMPase Li cell: 11µM*; aGlu spleen mod: -7%; HTT aggregate: 5%

Results for O=C(C=C=Nc1ccccc1)C(=O)N=C=Cc1ccccc1 ?
GAA glycogen: -6%; GAA inhib: 3%; RGS12 GoLoco inh: 8%; HTT cytoprotect: -31%[10 µM]; aGlu spleen mod: 8%; HTT aggregate: 16%[9.22 µM]

How did O=C(/C=C/c1ccc2c(c1)OCCCO2)c1ccccc1O do in these assays?
GAA glycogen: 4%; GAA inhib: -12%; RGS12 GoLoco inh: 4%; HTT cytoprotect: 1%[10 µM]; IMPase Li cell: 5%; aGlu spleen mod: 2%; HTT aggregate: 11%

Results for CCOC(=O)Cc1nnc(NC(=O)COc2ccc(F)cc2)s1 ?
GAA glycogen: -2%; GAA inhib: 2%; RGS12 GoLoco inh: 6%; HTT cytoprotect: 17%; IMPase Li cell: 4%[38.3 µM]; aGlu spleen mod: 3%; HTT aggregate: 8%

How did COc1ccc(C(=O)N/N=C/c2ccc(OC(=O)c3cccs3)cc2)cc1 do in these assays?
GAA glycogen: 22%; GAA inhib: -1%; RGS12 GoLoco inh: 5%; HTT cytoprotect: 21%[10 µM]; IMPase Li cell: -4%; aGlu spleen mod: 4%; HTT aggregate: 12%

How did CC1(C)CC(=O)C=C(NNC(=O)C2CCCCC2)C1 do in these assays?
GAA glycogen: -30%; GAA inhib: 5%; RGS12 GoLoco inh: 1%; HTT cytoprotect: 2%[10 µM]; IMPase Li cell: -2%; aGlu spleen mod: -5%; HTT aggregate: -3%

Results for CC1(C)CC(NC(=S)NCc2ccc3c(c2)OCO3)CC(C)(C)N1 ?
GAA glycogen: -13%; GAA inhib: 10%; RGS12 GoLoco inh: 5%; HTT cytoprotect: -6%; IMPase Li cell: -20%; aGlu spleen mod: -5%; HTT aggregate: 6%

What do the screens show for `Cc1c(C(=O)N(Cc2ccccc2)Cc2cccnc2)cnn1-c1ccc(F)cc1`?
GAA glycogen: -1%; GAA inhib: -2%; RGS12 GoLoco inh: 14%; HTT cytoprotect: -1%[10 µM]; aGlu spleen mod: -13%; HTT aggregate: 6%[9.22 µM]

What do the screens show for `COc1ccc(CNC(=O)OCCN2CCN(Cc3ccccc3)CCC2=O)cc1`?
GAA glycogen: -10%; GAA inhib: -10%[15.4 µM]; RGS12 GoLoco inh: 7%; IMPase Li cell: 4%; aGlu spleen mod: -2%; HTT aggregate: 7%

Results for Cc1cc(=O)n2[nH]c(N)c(N=Nc3ccccc3F)c2n1 ?
GAA glycogen: -5%; GAA inhib: -12%; RGS12 GoLoco inh: -6%; IMPase Li cell: 17%; aGlu spleen mod: -15%; HTT aggregate: inconclusive

What do the screens show for `OC(CNC1CCCC1)COc1ccc(-c2ccccc2)cc1` (centres undefined)?
GAA glycogen: -8%; GAA inhib: 0%; RGS12 GoLoco inh: -4%; HTT cytoprotect: 7%[10 µM]; IMPase Li cell: 8%; aGlu spleen mod: -21%; HTT aggregate: 7%

Results for c1ccc2c(c1)nc1n2CC2CON(C3CCCCC3)C12 (centres undefined) ?
GAA glycogen: 4%; RGS12 GoLoco inh: 0%; HTT cytoprotect: 6%[10 µM]; aGlu spleen mod: -7%; HTT aggregate: -26%[9.22 µM]

How did O=[N+]([O-])c1cccc(NC(=S)N2CCc3ccccc3C2)c1 do in these assays?
GAA glycogen: -16%; GAA inhib: -16%; RGS12 GoLoco inh: 0%; IMPase Li cell: 19%; aGlu spleen mod: -3%; HTT aggregate: inconclusive

Results for CSc1nc2ccc(NC(=O)c3c(-c4ccccc4)noc3C)cc2s1 ?
GAA glycogen: -1%; RGS12 GoLoco inh: 3%; HTT cytoprotect: 27%[10 µM]; aGlu spleen mod: 4%; HTT aggregate: 1%[9.22 µM]

What do the screens show for `CNC(=O)c1ccc(OC2CSC2)cc1`?
GAA glycogen: -2%; GAA inhib: 5%; RGS12 GoLoco inh: 6%; HTT cytoprotect: 0%; IMPase Li cell: -7%[38.3 µM]; aGlu spleen mod: -5%; HTT aggregate: 28%

What do the screens show for `CCOc1cc(-c2nc(C)c(C(C)=O)n2O)ccc1OCC(=O)Nc1ccc(F)cc1`?
GAA glycogen: 1%; GAA inhib: -1%; RGS12 GoLoco inh: 7%; HTT cytoprotect: -67%[inhibitor]; IMPase Li cell: 13%; aGlu spleen mod: 2%; HTT aggregate: 13%

Random excerpt: 3 compounds from above.
Results for CC1(C)CC(NC(=S)NCc2ccc3c(c2)OCO3)CC(C)(C)N1 ?
GAA glycogen: -13%; GAA inhib: 10%; RGS12 GoLoco inh: 5%; HTT cytoprotect: -6%; IMPase Li cell: -20%; aGlu spleen mod: -5%; HTT aggregate: 6%

Results for CSc1nc2ccc(NC(=O)c3c(-c4ccccc4)noc3C)cc2s1 ?
GAA glycogen: -1%; RGS12 GoLoco inh: 3%; HTT cytoprotect: 27%[10 µM]; aGlu spleen mod: 4%; HTT aggregate: 1%[9.22 µM]

Results for Cc1cc(=O)n2[nH]c(N)c(N=Nc3ccccc3F)c2n1 ?
GAA glycogen: -5%; GAA inhib: -12%; RGS12 GoLoco inh: -6%; IMPase Li cell: 17%; aGlu spleen mod: -15%; HTT aggregate: inconclusive
